# ATXN viability = reduces viability in counter-screen for ATXN expression inhibitors | S2 cells (HEK-293 line with an ATXN2-luciferase reporter) viability, CellTiter-Fluor protease fluorescence, 24 h | Potency, µM (highest dose often 56.7 µM), hits mostly cytotoxic | 0.49% of 400,000 active | AID 651635; further: potency means the concentration at half of the fitted maximal effect; nearly all actives have a fitted effect of over 40% in size
# HepG2 viability = counter-screen for TGF-b inhibitors: cytotoxicity in HepG2 cells; 0.76% of 410,000 active; HepG2 CAGA-GFP viability, ATP luminescence, 18 h; AID 588856; Potency, µM (titrated, usually from 46.1 µM), for inactives: at the highest dose activity change, negative = cytotoxicity, actives largely listed as cytotoxic; further: potency means the concentration at half of the fitted maximal effect; some results filed as inactive show a strong effect at the top dose
#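 CellTiter-Glo luminescence gave cytotoxicity after 18 hours at 37 degrees C. The cells were HepG2 CAGA-GFP in 1% FBS DMEM, stimulated with 500 pg/mL TGF-beta after compound addition. %Activity was normalised to no-cell wells (complete cell-killing) and DMSO (no toxicity), and curves were fitted and classified.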
# HT1080-NT tox = kills 2HG-producing HT-1080-NT fibrosarcoma cells. HT-1080-NT fibrosarcoma viability, CellTiter-Glo ATP luminescence, 48 h. Potency, µM (doses to about 46.1 µM), for the others: top-dose activity, negative = less viability, hits mostly cytotoxic. 1.6% of 360,000 active. AID 686970;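 further: NT is the 2HG producing partner of a matched IDH1 knockdown line; potency means the concentration at half of the fitted maximal effect; 0% = DMSO-treated cells and -100% = media-only wells without cells; nearly all actives have a fitted effect of over 55% in size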
#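 Compounds were tested in concentration-response format on HT-1080-NT cells for 48 hours at 37 degrees C. Cell viability came from CellTiter-Glo luminescence; curves were classified by r2, response magnitude and activity.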
# IL1B secr inh = inflammasome signaling inhibition, IL-1 beta readout. THP-1 LPS/ATP IL-1B secretion, AlphaLISA, 16 h; stronger effect = lower value. activity change, % at 57.5 µM. 4.7% of 360,000 active; in the data active means activity change below about -50%; inconclusive means mostly about -30% to -49%; further: on the % scale 0 is the no-effect control and ±100 the full control effect
#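 Secreted IL-1B measured by AlphaLISA bead assay after 16 h compound exposure of THP-1 cells; compounds (final up to 57.5 uM) added 1 h before LPS (250 ng/mL) and ATP (1.25 mM) stimulation; lower signal means less secretion.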
# ATXN2 expr inh = ATXN2 expression inhibition; HEK-293 ATXN2-luciferase reporter, luminescence, 24 h; Potency, µM (top dose mostly 57 µM), for the others: top-dose activity change, negative = inhibition, hits mostly inhibitors; 0.72% of 360,000 active; further: potency means the concentration at half of the fitted maximal effect; on the % scale 0 is the no-effect control and ±100 the full control effect; nearly all actives have a fitted effect of over 55% in size
#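 qHTS (up to 57 uM final) was run with 24 h compound exposure of reporter cells at 37 °C. Each well was multiplexed: SteadyGlo luminescence measured ATXN2-luciferase expression after a fluorogenic Gly-Phe-AFC viability readout (25 uM final).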
# KB-3-1 tox = kills parental KB-3-1 adenocarcinoma cells; KB-3-1 viability, CellTiter-Glo ATP luminescence, 72 h; Potency, µM (doses to about 46.1 µM), without a hit: at the top dose activity change, negative = cytotoxic, hits mostly cytotoxic; 1.4% of 400,000 active; AID 1347075; further: potency means the concentration at half of the fitted maximal effect; on the % scale 0 is the no-effect control and ±100 the full control effect; nearly all actives have a fitted effect of over 60% in size
#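 Cells are dispensed, compounds pinned in, plates held at 37 °C for 72 h, then CellTiter-Glo is added and luminescence read after 10 minutes. Cell line: parental KB-3-1 in phenol-red-free DMEM, 10% FBS.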
# SW480 rereplic = induces DNA re-replication in SW480 colon adenocarcinoma cells; Potency, µM (doses to about 46.1 µM), for inactives: at the highest dose re-replication activation, actives largely listed as activators; AID 624297; SW480 DNA re-replication, Hoechst DNA content imaging, 48 h; 1.8% of 340,000 active; further: potency means the concentration at half of the fitted maximal effect; % of control where 0% means no effect; nearly all actives have a fitted effect of over 55% in size
#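 Hoechst fluorescence of nuclei (405 nm excitation, 500-530 nm emission) measured by plate-scanning imager after 48 hr compound exposure at 37 C; re-replication scored as increased number of nuclei with elevated intensity.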
# MCF10A rereplic = DNA re-replication induction in MCF 10a cells; MCF 10A DNA re-replication, Hoechst nuclear intensity, 48 h; Potency, µM (doses to about 46.1 µM), inactives show at the top dose activity, positive = re-replication, usual class: activators; 2.9% of 350,000 active; further: potency means the concentration at half of the fitted maximal effect; % of control where 0% means no effect; nearly all actives have a fitted effect of over 50% in size
# HT1080 IDH1KD tx = HT-1080 IDH1 knockdown cell toxicity (counter line); HT-1080 IDH1 knockdown viability, ATP luminescence, 48 h; Potency, µM (top dose mostly 46.1 µM), inactives show top-dose activity, negative = toxicity, hits mostly cytotoxic; 2% of 360,000 active; AID 686971;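 further: potency means the concentration at half of the fitted maximal effect; 0% = DMSO wells and -100% = cell-free medium wells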
#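 In this qHTS, HT-1080 cells depleted of IDH1 are exposed for 48 h at 37 °C to compound titrations. Toxicity is scored from CellTiter-Glo luminescence, with DMSO as full viability and medium alone as none.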
# Starred values were filed as active, the others as inactive; i = inactive; u = inconclusive; x = no result given; & = joins results of further samples; [ ] = dose if it differs, or a comment. Unless noted, the call rests on the fitted dose curve; in most records, active means well fitted curve in the direction sought with a large enough effect; inconclusive means small, poorly fitted or top-dose-only effect, or another doubt; inactive means no such curve, though single readings can be large; an effect the other way counts as inactive or inconclusive. Compounds were not picked by outcome. About 8.9% of those tested had a hit in this group.
Structure	SW480 rereplic	ATXN2 expr inh	HT1080-NT tox	ATXN viability	MCF10A rereplic	HepG2 viability	KB-3-1 tox	HT1080 IDH1KD tx	IL1B secr inh
CN(C(=O)c1cccc(NC(=O)Cc2ccc(NC(=O)C3CCCN(C(=O)C4CCCC4)C3)cc2)c1)C1CCC1 (configuration not stated)	-20%[9.22 µM]	-19%	-4%	i	2%	-27%	-9%	-6%	-11
Cn1c(O)c(N=Nc2ccccc2[N+](=O)[O-])c2ccccc21	-3%[9.22 µM]	78%[activator]	19%	i	-6%	5%	-3%	3%	17
CCc1n(CC(O)COCC2CC=CCC2)c2ccccc2[n+]1C (configuration not stated)	-12%	29%	-10%	i	1%	5%	0%	1%	9
O=C(COC(=O)c1cccs1)c1ccc2ccccc2c1	-12%	31%[activator]	12%	i	1%	-6%	8%	12%	-10
O=C1C=CC(O)(c2cc(=O)c3c(O)cc(O)cc3o2)C=C1	4.1µM*	7.9µM*	7.3µM*	13µM*	1.5µM*	16µM*	u	7.3µM*	-104*
CC(=O)Nc1ccc(S(=O)(=O)N2CCN(Cc3cccc([N+](=O)[O-])c3)CC2)cc1	-1%	-3%[11.3 µM]	-4%	u	-6%	1%	-2%	-4%	-2
CC(C)CC(=O)Nc1ccc(C(=O)COC(=O)C2=COCCO2)cc1	-3%	4%	-1%	i	3%	-10%	0%	-1%	2
CCN(CC(=O)Nc1c(F)cccc1F)C(=O)c1ccc(-n2cncn2)c([N+](=O)[O-])c1	-9%	-7%	14%	i	4%	-2%	0%	17%	7
Cc1ccc(Oc2nnc(-c3ccccc3)c3ccccc23)cc1	4%	1%	u	i	3%	-64%	-21%	u	-20
O=Cc1cccn1-c1nccc(-c2ccco2)n1	-38%[inhibitor][1.84 µM]	4%	1%	i	-28%	6%	10%	2%	2
CC(=O)N1CCN(C(=O)c2cc(-c3ccc(C)o3)nc3ccccc23)CC1	-123%[inhibitor]	3%	u	i	-6%	-53%	u	u	23
O=C(Nc1cccc(Cl)c1)c1cncn1-c1ccc(F)cc1	u	2%	0%	i	8%	7%	3%	0%	u
Cc1ccc(S(=O)(=O)NC(CC(=O)O)c2ccccc2)c(C)c1 (configuration not stated)	-2%	5%	0%	i	1%	7%	1%	-17%	14
CC(C)CC(=O)Nc1ccc(C(=O)NNC(=S)NC(=O)C2CCCCC2)cc1	0%	-32%	7.9µM*	i	-5%	3%	-5%	u	29
COc1ccc(NC(=O)C2(C)CCN2C)cc1OC (configuration not stated)	x	3%	9%	i	x	-7%	0%	24%	23
CCCN(CCC)CCNC(=O)Cn1cnc2sc(C)c(S(=O)(=O)N3CCC(C)CC3)c2c1=O	x	-12%	x	i	x	-6%	1%	x	x
CCc1ccc(Cc2cnc(NC(=O)c3ccc4c(c3)CC(c3ccccc3)OC4=O)s2)cc1 (configuration not stated)	x	-13%	x	i	x	-1%	-26%	x	x
Cc1cccc(OCC(=O)Nc2cccc(O)c2)c1	0%	58%[activator]	-2%	i	0%	2%	12%	8%	17
CCC(NC(=O)Nc1cc(C)on1)(C(F)(F)F)C(F)(F)F	-5%	-25%	12%	i	1%	-35%	0%	17%	27
CCC(C)NC(=O)c1ccc2c(c1)N=C(C)c1cc(C)ccc1S2 (configuration not stated)	x	-19%	x	u	x	-22%	5.2µM*	x	x
COCC(=O)c1[nH]c2ccccc2c1C	-1%	24%	-6%	i	-10%	-12%	1%	1%	17
Cc1nc(SCc2ccc(O)c([N+](=O)[O-])c2)c([N+](=O)[O-])[nH]1	5%	x	9%	i	0%	1%	3%	6%	-23
CCOc1cc(C2C(C(N)=O)=C(C)Nc3ncnn32)cc(Br)c1O (configuration not stated)	x	1%	x	i	x	4%	3%	x	x
COc1ccc(C(C(=O)NC2CCCCC2)N(C(=O)c2ccco2)c2ccc(-n3cnnn3)c(C)c2)cc1 (configuration not stated)	-8%[9.22 µM]	9%	12%	i	-2%	-27%	8%	6%	5
CCOC(=O)C1=C(C)N2C(=C(C#N)[C@@H]1c1ccc(C(=O)OC)cc1)SC[C@@]2(O)C(C)(C)C	u	2%	-5%	i	21µM*	-17%	-22%	-26%	54
COc1ccccc1NC(=O)NCCCN1CCN(c2cccc(Cl)c2)CC1	2%	-18%	-23%	i	15%	-38%	-1%	-27%	u
CCc1ccc(OCCCCCn2ccnc2)cc1	-1%	-31%	0%	i	u	-15%	-30%	-19%	-30
CN1CCN(S(=O)(=O)c2ccccc2)CC1	-3%	-1%	10%	i	-4%	1%&22%	31%&-4%	9%	-9
Cc1ccc(S(=O)(=O)NNC(=O)CCC(=O)Nc2ccccc2Cl)cc1	-2%	-11%	-2%	i	8%	-6%	-1%	0%	-13
CCOc1ccc(NC(=O)NC2CCS(=O)(=O)C2)cc1 (configuration not stated)	0%	-6%	15%	i	3%	-7%	20%	15%	-9
Cn1nc(OCc2ccccc2)ccc1=O	-12%	12%	0%	i	-1%	-15%	-6%	0%	77
CN1C(=O)c2ccccc2C(C(=O)O)C1c1cccc(F)c1 (configuration not stated)	-45%[inhibitor]	3%	26%	u	-22%	-4%	17%	13%	28
O=C1CCCCC/C1=N/Nc1ccc(OCc2ccccc2)cc1	3%	x	u	x	15%	3%	-21%	u	-15
Cc1ccc(Cl)cc1N1CCN(S(=O)(=O)c2ccc3[nH]c4c(c3c2)CCCC4)CC1	x	-6%	x	i	x	-4%	-4%	x	x
COCCCn1c(SCC(=O)NC2CCCCC2)nnc1-c1ccncc1	0%	4%	2%	i	10%	-7%	1%	-1%	8
CCOC(=O)c1c(C)nc2sc3c(=O)n(-c4ccc(C(C)=O)cc4)cnc3c2c1-c1ccc(Cl)cc1	-7%	16%	4%	u	-13%	-9%	u	9%	18
Cc1cccc(-c2n[nH]c(=S)n2-c2ccccc2)c1[N+](=O)[O-]	-6%	16%	12%	i	-2%	1%	-5%	11%	9
O=C(O)c1ccccc1C(=O)NCc1c(Cl)cccc1Sc1ccc(Cl)cc1	-3%	21%	0%	i	17%	4%	-2%	-2%	11
Cc1ccc(NC(=O)C(=O)NCC2(c3ccccc3)CCCC2)cc1C	x	6%	x	i	x	3%	-7%	x	x
O=C(CCC1CCCN(C(=O)c2ccc(F)c(F)c2)C1)N1CCN(c2ccccn2)CC1 (configuration not stated)	-5%	-6%	-6%	i	12%	-45%	-2%	-1%	-7
CCOc1ccccc1/C=C/c1nc2ccccc2[nH]c1=O	23µM*	14%	-23%	i	u	1%	-7%	u	66
COCCN(Cc1cc2ccc(C)cc2[nH]c1=O)S(=O)(=O)c1ccccc1	-2%	-1%	0%	i	15%	3%	2%	-8%	12
Cc1ccn2cc(C(=O)NCc3ccco3)nc2c1	-7%	28%	3%	i	-1%	-3%	4%	15%	-5
O=C(Cc1ccccc1F)Nc1cc(S(=O)(=O)N2CCCC2)ccc1Cl	-22%	-8%	9%	i	13%	1%	9%	2%	-23
CCN(CC)CCOC(=O)c1cc(Cl)c(N)cc1OC	-4%	-5%	30%	i	-15%	-4%	0%	-5%	6
O=C1NC(=S)S/C1=C\c1ccc(SCc2ccco2)o1	-2%	-5%	-8%	u	-10%	-34%	8%	-6%	4
CC(C)N1CCC1(C)C(=O)Nc1ccc2cn[nH]c2c1 (configuration not stated)	x	6%	16%	i	x	-17%	0%	1%	23
CN(C)S(=O)(=O)c1cc(NC(=O)CN2CCN(c3ccccc3F)CC2)ccc1Cl	-2%	7%	3%	i	-14%	-12%	-1%	-4%	0
CCN1C(=O)N(C)C(N(O)C(=O)NC)C1(C)C (configuration not stated)	2%	-7%	19%	i	-6%	-2%	8%	17%	37
CC(C)(C)NC(=O)Cn1nnc(-c2ccc(S(C)(=O)=O)cc2)n1	-4%	8%	-6%	i	-147%[0.0737 µM]	0%	-1%	-6%	-7

# Later entries
Structure	SW480 rereplic	ATXN2 expr inh	HT1080-NT tox	ATXN viability	MCF10A rereplic	HepG2 viability	KB-3-1 tox	HT1080 IDH1KD tx	IL1B secr inh
Cc1ccc(NC(=S)N/N=C2\CC3CC=CC23)c(C)c1 (configuration not stated)	-23%	-14%	-3%	i	u	5%	7%	-2%	-7
Cc1cc(C)nc(NC(=O)C2c3ccccc3Oc3ccccc32)n1	1%	-7%	3%	i	11%	8%	16%	1%	-10
Cc1ccccc1NC(=O)NC1(C(=O)N2CCC(C(N)=O)CC2)CCCCC1	0%	-1%	1%	i	-1%	11%	15%	8%	15
O=C(CSc1nncs1)Nc1ccc(S(=O)(=O)N2CCCC2)cc1	1%	0%	1%	i	-20%	-10%	-2%	4%	3
COc1ccc(CCNC(=O)CSc2ccccc2)cc1OC	-11%	1%	6%	i	11%	2%	0%	6%	-6
Cc1cccc(NC(=O)C(=O)NCCc2sc(-c3ccccc3)nc2C)c1C	x	9%	x	i	x	-2%	4%	x	x
CCCN(CCC)c1nc(-c2ccccn2)nc2ccccc12	10µM*	u	u	u	21µM*	-54%	4.6µM*	9.2µM*	-96*
COC(=O)Cn1c2ccccc2c(=O)n1C(C)CBr (configuration not stated)	x	-4%	10%	i	x	x	9%	14%	22
CC(C)(C)OC(=O)N1CCC(C(=O)N2CCC[C@H]2C(=O)O)CC1	-8%	4%	5%	i	-5%	-1%	21%	4%	9
CCOc1ccc(CNCCNC(=O)c2nonc2N)cc1	-5%	-1%	-10%	i	2%	-4%&-2%	2%&7%	-9%	-4

# Screening results: PubChem, National Center for Advancing Translational Sciences (NCATS)
